TTR transcr act: increases transthyretin transcription; activation, % at 16.7 µM; AID 1117267; 92,000 compounds, 1.3% hits; SH-SY5Y TTR promoter Gaussia luciferase, luminescence; 100% = recombinant luciferase protein wells;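 active = activation above the mean of all tested compounds plus 3 SD, cut at about 9.5% in these data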;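 also: cells exposed to compounds for one day before reading; 0% = median of all test compound wells on the plate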
Numbers without * were called inactive. These rows are one share of the data. The share of hits here may be higher or lower than overall.

SMILES	TTR transcr act
COc1ccc(NC(=O)C2C(c3ccccc3)C2(Cl)Cl)cc1 (stereo not given)	-2.6
CN1C(CC(=O)c2ccccc2)CCCC1CC(O)c1ccccc1 (stereo not given)	2.5
CN1CCN(c2ccc(CNS(=O)(=O)Cc3cccc(C(F)(F)F)c3)cc2)CC1	-0.7
O=S(=O)(NCCc1ccccc1)c1ccc(-n2cnnn2)cc1	1.7
O=C(NCCC1=CCCCC1)C1CCC(CNc2nc(=S)[nH]c3ccccc23)CC1 (stereo not given)	-1.1
CCOC(=O)N1CCC(NC(=O)c2ccc(CO)c(C(=O)NC3CCN(C(=O)OCC)CC3)c2)CC1	2.1
O=C(NCC(=O)N1CC=C(c2ccccc2)CC1)c1ccc(OC(F)F)cc1	-1.3
COc1cccc(C(=O)Nc2ccc(NC(C)=O)cc2)c1	-0.5
CC(C)c1ccc(NC2CCCN(C(=O)CCn3cnnn3)C2)cc1 (stereo not given)	2.3
C[C@H]1CN([C@@H](C)CO)S(=O)(=O)c2ccc(Br)cc2O[C@@H]1CN(C)C(=O)c1cccnc1	0.9
COc1cccc(NC(=O)CN(C)C(=O)/C=C/c2ccc(S(=O)(=O)N3CCCCCC3)cc2)c1	2.4
Cc1ccccc1NC(=O)COC(=O)CN1C(=O)NC(C)(C)C1=O	0.7
O=C(Nc1nnc(C2CC2)s1)c1cc(Cl)sc1Cl	-1.0
Cc1nc(N2CCOCC2)nc(N2CCC(C)CC2)c1[N+](=O)[O-]	0.5
CCCNC(=O)C1CCN(c2nc(C)cc(C)n2)CC1	-0.5

Fetched by structure from the entries so far:
SMILES	TTR transcr act
CC(C)c1ccc(NC2CCCN(C(=O)CCn3cnnn3)C2)cc1 (stereo not given)	2.3
COc1ccc(NC(=O)C2C(c3ccccc3)C2(Cl)Cl)cc1 (stereo not given)	-2.6
O=C(NCCC1=CCCCC1)C1CCC(CNc2nc(=S)[nH]c3ccccc23)CC1 (stereo not given)	-1.1
CCCNC(=O)C1CCN(c2nc(C)cc(C)n2)CC1	-0.5

Next part
SMILES	TTR transcr act
COc1cc(NC(=O)c2cccs2)ccc1NC(=O)c1cc2ccccc2o1	1.5
O=C(N/N=C/c1ccco1)c1cc(C2CC2)[nH]n1	1.4
O=C(NCc1csc(-c2cccs2)n1)Nc1cccc(Cl)c1	1.0
COC(=O)C(NC(=O)c1cccnc1Cl)C(C)C (stereo not given)	6.8
C#CC(C)(C)NC(=S)NC1CC2C=CC1C2 (stereo not given)	-0.9
CC(=O)c1ccc(-c2ccc(C(=O)NCC(c3ccco3)N(C)C)o2)cc1 (stereo not given)	-1.6
C=CCn1cnc2c(c1=O)c1nc3ccccc3nc1n2/N=C/c1cccc(OC)c1OC	5.1
O=C(O)c1ccccc1C(=O)NC1CCCc2ccccc21 (stereo not given)	0.2
O=S(=O)(NC1CCCCC1Oc1ccccc1)c1ccc(Cl)cc1 (stereo not given)	-1.3
COc1ccc(-c2ccc3oc(-c4ccsc4)cc3c2)cc1	2.9
NS(=O)(=O)c1cccc(NC(=O)COC(=O)CN2C(=O)c3ccccc3C2=O)c1	0.8
O=C(COC(=O)c1cccc([N+](=O)[O-])c1)Nc1ncc(Br)s1	2.0
COC(=O)c1ccccc1NC(=O)CSc1nnc(-c2ccoc2C)n1C	0.2
S=C1NC(c2ccccc2)=NCN1c1ccc(Br)cc1	-0.3
CCc1nc2ccc(C(=O)N3CCN(C(=O)c4ccco4)CC3)cn2c1N(C)Cc1nccn1C	-0.9
Cn1c(SCC(=O)NC2CCCCC2)nnc1-c1ccncc1	1.4
Cc1nnc(SC(C)C(=O)Nc2ccc(S(=O)(=O)N3CCCCC3)cc2)s1 (stereo not given)	-2.8
CC(=O)N(c1ccccc1)c1nnc(-c2cnc(C)cn2)s1	1.1
O=Cc1c[nH]c2ncccc12	3.7
N#Cc1ccc(C(=O)OCC(=O)Nc2ccc(N3CCOCC3)cc2)cc1	7.3
COC(=O)[C@@H]1[C@H](CCc2ccccc2)NC(=O)N(Cc2ccccc2)[C@@H]1C	2.4
Cc1ccc2c(C)c(C(=O)N3CCN(C4CCS(=O)(=O)C4)CC3)oc2c1C (stereo not given)	3.8
CCCNC(=S)N1CCN(c2nc(-c3ccc(C)cc3)cs2)CC1	-2.9
CC(=O)Nc1cccc(OCC(=O)Nc2cccc(S(=O)(=O)N3CCCC3)c2)c1	-1.5
Cc1ccc(-n2c(SCC(=O)NCc3ccco3)nc3c([nH]c4ccccc43)c2=O)cc1	3.4
COc1ccc(-c2c(C(=O)c3ccccc3)[nH]c(N)c2C(=O)NC2CC2)cc1OC	4.9
CCCN1CCC(=O)N(CCSc2ccc(NC(C)=O)cc2)CC1	3.5
Cc1cc(C(=O)CSc2nnc(-c3ccc(F)cc3)o2)c(C)n1CC1CCCO1 (stereo not given)	-1.5
CCn1ncc(NC(=S)NCCc2ccccc2)c1C(N)=O	-1.0
O=C(N/C(=C/c1ccccc1)C(=O)N1CCCCC1)c1ccco1	0.4
CC1CN(C(=O)c2ccccc2NS(=O)(=O)c2cccc([N+](=O)[O-])c2)CC(C)O1 (stereo not given)	0.0
Oc1ccc2ccccc2c1CNc1ccc(Br)cn1	-0.8
Cc1noc(C(=O)N2CC3(C)CC2CC(C)(C)C3)c1Cl (stereo not given)	-1.4
C/C(Cc1ccccc1)=N/NC(=O)CCCC(=O)N/N=C(/C)Cc1ccccc1	0.3
Cc1ccc(S(=O)(=O)N2CCN(CC(=O)NC(C)c3ccccc3)CC2)cc1 (stereo not given)	3.4
CCOc1ccccc1OCC(=O)Nc1ccc(OC)c(S(=O)(=O)N2CCCCC2)c1	-0.5
COC(=O)c1c(NC(=O)c2cccs2)sc2c1CCC(C)C2 (stereo not given)	6.0
O=C(CS(=O)(=O)c1ccccc1)Nc1nc(-c2ccccc2)cs1	-3.1
CC(C)N1CCc2c(sc(NC(=O)C(F)F)c2-c2nc3ccccc3s2)C1	-0.2
CCCCc1nnc(NC(=O)CSCc2cc(=O)n3c(C)csc3n2)s1	-1.2
Cc1nn(Cc2nnc(SCC(=O)Nc3ccc(Cl)cc3)n2C)c(C)c1[N+](=O)[O-]	-1.1
CCOC(=O)N1CCC(NC(=O)c2ccc(NC(=O)C3CCCO3)cc2)CC1 (stereo not given)	-1.9
O=C(CNS(=O)(=O)c1cccc(F)c1)OCC(=O)N1CCCC1=O	0.0
COc1ccc(C(=O)CN2CC(C)SC2=Nc2ccc(Cl)cc2)cc1 (stereo not given)	2.7
COc1cccc(C(=O)Nc2ccc3c(c2)OC[C@H](C)N(CCc2ccccc2)C[C@@H](C)[C@@H](OC)CN(C)C3=O)c1	0.7
CC(C)c1cccc(C(C)C)c1Nc1cn[nH]c1	-2.3
Cc1ccc(C)c(S(=O)(=O)N2CCC3(CC2)OCCO3)c1	-1.3
CCCC(=O)c1cc2c(cc1NC(=O)c1cccs1)OCCO2	-1.3
O=C1CCC([N+](=O)[O-])C(c2ccccc2Br)N1 (stereo not given)	1.9
O=C(COC(=O)c1ccc(Br)o1)Nc1ccc2c(c1)OCCO2	-0.3
Cn1c(C(=O)NN)cc2cc(OCc3ccccc3)ccc21	0.7
COc1cccc(C#Cc2ccc3c(c2)O[C@H](CN(C)C)[C@@H](C)CN([C@@H](C)CO)S3(=O)=O)c1	2.9
CCN1CCN(C(=O)C2CCN(S(=O)(=O)c3ccc(SC)cc3)CC2)CC1	0.3
CCC(=O)Nc1c(-c2ccc(OC)cc2)c(=O)c2ccccc2n1C	-1.4
CC(C)(C#N)Cc1cc(CC(C)(C)C#N)cc(C(C)(C)C)c1	2.6
O=C(c1cccc(S(=O)(=O)Nc2ccccc2F)c1)N1CCN(c2ccccc2F)CC1	-1.7
Cn1cccc1CC(=O)NNC(=O)Nc1cccc(Cl)c1	-2.2
COc1ccc(C(=O)NCN2CCN(c3ccccc3)CC2)cc1OC	-1.0
COc1cccc(C(=O)N(C)CC2CCN(CCc3cccc(C(F)(F)F)c3)CC2)c1	-0.2
C[C@H](NS(=O)(=O)c1ccc(Cl)cc1)C(=O)OCC(=O)Nc1cc(S(=O)(=O)N2CCOCC2)ccc1Cl	-1.1
Additional structures.
SMILES	TTR transcr act
Cc1cc(NC(=O)CCC(=O)N(c2cccnc2)C(C(=O)NC2CCCC2)c2ccccc2)no1 (stereo not given)	1.1
CCOC(=O)[C@H]1[C@H]2COc3ccc(Br)cc3[C@@H]2N2C(=O)CN(Cc3ccco3)C(=O)[C@@]12C	1.0
S=C(NCCc1ccccc1)NCc1ccccc1Cl	0.2
O=C(N/N=C/c1ccccn1)c1ccc([N+](=O)[O-])cc1	0.1
COCCOc1ccc(C(F)(F)F)cc1NC(=O)c1ccc(C)cc1	-0.7
Cc1nc(NS(=O)(=O)c2ccccc2)sc1C(C)(C)C	1.4
CC(=O)Oc1c(C)cc(Cl)cc1C(=O)Nc1ccc([N+](=O)[O-])cc1Cl	-5.8
CC1CCN(S(=O)(=O)c2c[nH]c(=O)[nH]c2=O)CC1	2.2
C/C(=N\NC(=O)C1CC1)c1ccc(Cl)c(Cl)c1	-0.6
CCN(CC)C(=O)C[n+]1ccc(C(N)=O)cc1	-0.8
O=C(Nc1cc(F)cc(F)c1)OC1CCC12CCC(c1ccccc1)CC2 (stereo not given)	-0.5
CC(=O)Nc1ccc(NC(=O)c2cc(-c3ccccc3)nc3ccccc23)cc1	0.3
O=C(c1ccc(N2CCCCS2(=O)=O)cc1)N1CCN(c2ccc(N3CCOCC3)nn2)CC1	-0.8
Cc1cc([N+](=O)[O-])nn1CC(=O)Nc1sc2c(c1C(N)=O)CCCC2	6.9
COc1cc(OC)cc(C(=O)NNC(=O)c2ccc3c(c2)OCCO3)c1	-1.9

A few values from the results shown.
TTR transcr act, CC1CCN(S(=O)(=O)c2c[nH]c(=O)[nH]c2=O)CC1 → 2.2
TTR transcr act, O=C(N/N=C/c1ccccn1)c1ccc([N+](=O)[O-])cc1 → 0.1

Additional results follow.
SMILES	TTR transcr act
COc1ccc2c3n(nc2c1)CCN=C3c1cc(Cl)c(N)c(Cl)c1	-4.0
O=C(NCCc1c[nH]c2ccccc12)C(=O)NCC1OCCCN1S(=O)(=O)c1ccccc1 (stereo not given)	-2.3
CC(C)(C)c1ccc(C(=O)NNC(=O)c2cccc(Br)c2)cc1	-3.8
Cc1ccccc1NC(=O)COC(=O)CC1CCCC1	0.4
COc1ccc(-c2n[nH]c(C)c2-c2cnn(-c3ccccc3)c2)c(O)c1C	1.3
Cc1ccc(N(C(=O)CNC(=O)c2ccco2)C(C(=O)NC2CCCCC2)c2cccnc2)cc1F (stereo not given)	-0.1
Cc1ccc(Cn2nc(C)c(NC(=O)c3nn(C)cc3Cl)c2C)cc1	-0.3
CCOC(=O)Cc1nc2ccccc2n(CC#N)c1=O	4.4
CC(C)(C)OC(=O)N1CCN(C(=O)c2[nH]cnc2C(=O)NCC(=O)OCc2ccccc2)CC1	2.2
Cc1n[nH]c(C)c1S(=O)(=O)N1CCCC(C(=O)NCc2ccc(F)cc2)C1 (stereo not given)	2.1
Cc1ncc(CN2CCC(n3nccc3NC(=O)c3ccccc3)CC2)s1	2.5
CCN(CC)S(=O)(=O)c1ccc(N2CCOCC2)c(NC(=O)Cc2ccccc2)c1	2.3
Cc1ccccc1Cn1cc(NC(=O)c2nc3ncccn3n2)cn1	-2.1
O=S(=O)(c1ccc(F)c(F)c1)N1CCN(Cc2ccc3c(c2)OCO3)CC1	-3.9
Cc1cccc(C)c1NC(=O)NS(=O)(=O)c1ccccc1	-0.2
Cc1ccc(NC(=O)COC(=O)c2ccco2)cc1	-0.8
Oc1ccc(-c2csc(Nc3ccccn3)n2)cc1O	-4.2
CC1Cc2cc(-c3csc(N)n3)ccc2O1 (stereo not given)	0.3
COc1ccc(Cn2c(=O)[nH]c3cc(C(=O)NCc4ccc5c(c4)OCO5)ccc3c2=O)cc1	2.7
CN(Cc1ccccc1)C(=O)Cn1c(=O)oc2cc(S(=O)(=O)NCc3ccccc3)ccc21	-2.8
Cc1ccsc1/C=C1\CCc2ccccc2C1=O	-1.6
CCCCCCCCC1=NCCc2c1[nH]c1ccccc21	-1.1
COC(=O)Cn1c2ccc(C)cc2c2nc(C)sc21	-0.7
CCCN1C(=O)/C(=C\C=C2\N(CC)c3ccccc3C2(C)C)SC1=S	-0.2
O=C(Nc1nnc(C2CCCCC2)s1)c1cccs1	-1.8
CC(C)=C1SC(N2CCN(c3cccc(C(F)(F)F)c3)CC2)=NC1=O	0.2
CCOC(=O)[C@@H]1[C@H]2COc3ccc(Br)cc3[C@H]2N2C(=O)N(c3ccc(C(F)(F)F)cc3)C(=O)[C@]12C	-3.7
Cc1ccccc1C(=O)Nc1nnc(-c2ccc(F)cc2)o1	-0.7
O=C(CN1CCCC1)N1CCCc2c1c(=O)oc1ccc(OCc3ccccc3)cc21	1.1
COc1nc(N/N=C/c2cc3c(cc2Br)OCO3)nc(N2CCOCC2)n1	-1.5

Reprinted from the part before: three entries; new compounds follow.
SMILES	TTR transcr act
Cc1ccccc1C(=O)Nc1nnc(-c2ccc(F)cc2)o1	-0.7
O=C(CN1CCCC1)N1CCCc2c1c(=O)oc1ccc(OCc3ccccc3)cc21	1.1
COc1nc(N/N=C/c2cc3c(cc2Br)OCO3)nc(N2CCOCC2)n1	-1.5
COc1ccccc1/C(C)=N/NC(=O)c1nnn(-c2nonc2N)c1C(C)C	0.6
CCC(C)[C@H](NC(=O)C1COC(O)([C@H](Cc2ccccc2)NC(=O)[C@@H](NC(=O)OCc2ccccc2)C(C)C)CN1C)C(=O)N[C@H](C(=O)OC)C(C)C (stereo not given in full)	-0.2
COc1cccc(-c2nn(C)c3sc(C(=O)N4CCOCC4)cc23)c1	-1.4
Cc1ccc(CN2CCCCC(NC(=O)Cc3cccs3)C2=O)cc1 (stereo not given)	-1.3
COc1cc(/C=N/NC(=O)c2ccc(CN(C)S(=O)(=O)c3ccc(C)cc3)cc2)ccc1O	-2.4

2 of the compounds above, field by field.
SMILES: Cc1ccc(CN2CCCCC(NC(=O)Cc3cccs3)C2=O)cc1 (stereo not given)
  TTR transcr act = -1.3

SMILES: COc1cc(/C=N/NC(=O)c2ccc(CN(C)S(=O)(=O)c3ccc(C)cc3)cc2)ccc1O
  TTR transcr act = -2.4

Screening data: PubChem, The Scripps Research Institute Molecular Screening Center
